Compound activity (PubChem)
zfTRPN1 agonist: zebrafish TRPN1 channel agonists, primary screen, cell-based, HEK293, calcium fluorescence | transient receptor potential cation channel N1 (TRPN1/NompC), Danio rerio | 220,000 compounds, 0.18% hits | HEK293 zebrafish TRPN1-YFP, Fluo-8 calcium fluorescence; 100% = response to 87 µM carbachol | activation, % at 3 µM;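 active = activation above its plate's cutoff, the mean activation of test wells on that plate plus 3 SD, cut at about 19% in these data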;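 also: 0% = DMSO alone and 100% = 87 µM carbachol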
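Control set: carbachol 87 µM as high control, DMSO as low control; system: HEK293 stable line with zebrafish TRPN1-YFP; read-out: % activation versus carbachol response; detection: intracellular calcium fluorescence with Fluo-8; doses: single test compound dose, 3 µM nominal, 0.3% DMSO; schedule: dye 1 h 37 °C plus 30 min RT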
EBV gp42 block: Epstein-Barr virus gp42 inhibitors, primary screen, biochemical, uHTS, fluorescence polarization | Fluorescence polarization binding assay, mP read-out | inhibition, % (tested at 21.74 µM) | 220,000 compounds, 0.42% hits | AID 1085, 2008; in the data active = inhibition above about 50%
TRPML3 agonist: human TRPML3 channel agonists, primary screen, cell-based, HEK293 TRPML3-YFP, Fluo-8 calcium fluorescence, 3 µM; Mucolipin-3 (Homo sapiens), Q8TDD5; 100% = the carbachol control signal; activation, % at 3 µM; 220,000 compounds, 0.29% hits;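 active = activation above its plate's cutoff, the mean activation of the plate's test wells plus 3 SD, cut at about 12% in these data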;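 also: 0% = DMSO only wells and 100% = carbachol wells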
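Material: HEK293 cells stably carrying human TRPML3-YFP; compound dosing: single dose, 3 µM final nominal compound, 0.3% DMSO final; incubation: 1-h 37 °C dye load, 5-s basal, 120-s post-compound reads; technique: Fluo-8 intracellular calcium fluorescence, excitation 470-495 nm, emission 515-575 nm; read-out basis: percent activation from peak-to-basal fluorescence ratio, scaled between DMSO and carbachol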
Furin inhibitor: human furin inhibitors, primary screen, biochemical, fluorescence intensity; inhibition, % at 30 µM; 220,000 compounds, 0.061% hits; P09958; purified furin, fluorogenic substrate cleavage; AID 463115, 2010; in the data active = inhibition above about 25%; also: inactives centre near -15
KCC2 mod: KCC2 cotransporter modulators, thallium flux, primary screen, cell-based, HEK293 KCC2, FluoZin-2 fluorescence, MLSMR; Solute carrier family 12 member 5 (Homo sapiens), Q9H2X9; KCC2 cells, thallium flux FluoZin-2 fluorescence; B-score of Tl+ flux slope (higher = more flux/activation; lower = inhibition) at 10 µM; 190,000 compounds, 2.2% hits; AID 1456, 2008;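 active = thallium flux slope and its plate-corrected score both differing from the plate sample mean at a set confidence after two filtering rounds, in either direction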;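 also: slope of fluorescence scaled to starting intensity during 10 to 20 s after thallium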
Target sequence (Q9H2X9 whole entry, looked up): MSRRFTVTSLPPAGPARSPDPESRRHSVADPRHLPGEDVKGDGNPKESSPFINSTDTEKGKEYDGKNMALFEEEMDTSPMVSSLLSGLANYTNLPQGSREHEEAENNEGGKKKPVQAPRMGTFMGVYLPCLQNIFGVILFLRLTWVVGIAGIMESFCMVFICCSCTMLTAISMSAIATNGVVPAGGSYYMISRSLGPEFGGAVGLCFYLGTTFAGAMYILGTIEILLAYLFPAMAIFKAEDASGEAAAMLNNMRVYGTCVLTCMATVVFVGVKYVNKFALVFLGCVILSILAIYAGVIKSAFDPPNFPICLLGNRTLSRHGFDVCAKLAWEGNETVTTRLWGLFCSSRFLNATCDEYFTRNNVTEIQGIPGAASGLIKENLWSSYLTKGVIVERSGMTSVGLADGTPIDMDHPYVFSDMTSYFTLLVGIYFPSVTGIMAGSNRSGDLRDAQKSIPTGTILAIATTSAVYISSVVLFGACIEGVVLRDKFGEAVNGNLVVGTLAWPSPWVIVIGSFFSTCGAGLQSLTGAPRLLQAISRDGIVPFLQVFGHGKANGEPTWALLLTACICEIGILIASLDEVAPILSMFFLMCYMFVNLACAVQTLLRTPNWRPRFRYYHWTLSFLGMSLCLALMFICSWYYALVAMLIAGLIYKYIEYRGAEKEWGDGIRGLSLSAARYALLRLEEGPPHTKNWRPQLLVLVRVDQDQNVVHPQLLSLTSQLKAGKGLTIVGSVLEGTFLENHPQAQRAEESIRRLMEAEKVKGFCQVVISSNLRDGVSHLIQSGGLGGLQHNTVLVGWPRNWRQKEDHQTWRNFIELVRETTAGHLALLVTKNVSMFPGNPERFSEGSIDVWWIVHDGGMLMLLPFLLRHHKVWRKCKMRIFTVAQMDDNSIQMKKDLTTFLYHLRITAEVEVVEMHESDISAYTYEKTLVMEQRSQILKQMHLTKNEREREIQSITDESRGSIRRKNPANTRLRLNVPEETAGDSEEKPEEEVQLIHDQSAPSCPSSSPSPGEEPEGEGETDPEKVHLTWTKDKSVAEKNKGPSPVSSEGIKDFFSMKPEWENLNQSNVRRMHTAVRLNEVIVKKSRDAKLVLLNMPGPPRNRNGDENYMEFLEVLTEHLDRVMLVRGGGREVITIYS
Tb hexokinase: Trypanosoma brucei hexokinase 1 inhibitors, primary screen, biochemical, G6PDH-coupled NADH absorbance, MLSCN library; 220,000 compounds, 0.11% hits; recombinant TbHK1, G6PDH-coupled NADH A340; hexokinase 1 [Trypanosoma brucei]; AID 1430, 2008; inhibition, % at 10 µM;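 active = inhibition of 50% or more in the single-dose primary screen; inactive = inhibition below 50%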
Calpain2 inh: inhibitors of pig calpain II, primary screen, biochemical, fluorogenic peptide substrate, 1536-well; inhibition, % at 16 µM; 220,000 compounds, 0.37% hits; AID 1236, 2008; purified calpain II, 30 min;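 active = inhibition above about 50%, limit read from the data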
PPC-1+TRAIL kill: compounds killing PPC-1 cancer cells with TRAIL present, primary screen, TRAIL potentiator project, ATPLite luminescence, uHTS; PPC-1 cells + TRAIL, ATPLite viability luminescence; cell killing (% activity), % at 4 µM; 220,000 compounds, 0.41% hits;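 active = cell killing above 50% in the first pass at 4 µM, then a duplicate retest at 5 µM averaging 50% or more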;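 also: plate controls were cells with TRAIL plus DMSO for no effect and medium-only wells lacking cells for full effect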
Thrombin inh: human alpha-thrombin inhibitors, primary screen, counter-screen for coagulation protease inhibitor project, biochemical, 1536-well, fluorogenic AMC substrate; Boc-VPR-AMC fluorogenic substrate cleavage; inhibition, % at 5 µM; AID 1046, 2008; 220,000 compounds, 0.26% hits; Prothrombin (Homo sapiens), P00734;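 active = inhibition at or above 40%; inactive = inhibition below 40%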;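 also: 0% = enzyme with no compound and 100% = wells without enzyme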
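signal = AMC fluorescence, 355/460 nm | material = human alpha-thrombin enzyme | control set = enzyme without compound as high, wells lacking enzyme as low | times = reaction at room temperature | read-out basis = percent inhibition scaled between no-compound controls and no-enzyme blanks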
Starred values were filed as active, the others as inactive; / = no result given; [ ] = dose if it differs, or a comment.

SMILES | zfTRPN1 agonist | EBV gp42 block | TRPML3 agonist | Furin inhibitor | KCC2 mod | Tb hexokinase | Calpain2 inh | PPC-1+TRAIL kill | Thrombin inh
O=[N+]([O-])c1cccnc1N1CCN(c2ccc(F)cc2)CC1 | -1.6 | 0 | 0.0 | -9 | -0.34 | -1 | 11 | 7 | /
COc1ccc2c(c1)C(NC(=O)C(F)(F)F)CC2=O (stereo not drawn) | -0.3 | -6 | 0.6 | 1[20 µM] | -0.11 | 2 | -1 | 6 | -5
Cc1onc(-c2ccccc2Cl)c1C(=O)Nc1cccnc1 | 5.5 | -12 | 0.2 | -14[20 µM] | 0.1 | 5 | -4 | 14 | 5
O=C1CCC(c2ccccc2)N1C(=O)c1cccnc1 (stereo not drawn) | -0.3 | -18 | 0.2 | -5[20 µM] | / | -1 | -11 | 15 | -2
O=C(C1CC1)N1N=C2CCCCC2C1(O)C(F)(F)F (stereo not drawn) | 0.8 | -7 | 0.0 | -22 | 0.35 | 0 | -7 | 14 | 1
CC1(C)CC(=O)C=C(NCCc2c[nH]c3ccccc23)C1 | -0.6 | -11 | 0.5 | -10 | -0.56 | -2 | -16 | 14 | 6
O=C(NC1CCCCC1)c1cccc(Cn2cc(Cl)cn2)c1 | -1.6 | -14 | 0.6 | -10[20 µM] | / | -3 | -5 | 22 | -6
O=C1c2ccccc2C(=O)N1CCN1CCCCC1 | 1.8 | -9 | 0.7 | -21[20 µM] | 0.41 | -1 | 13 | -11 | 31
COc1ccc(CCNC(=O)c2nnc(Cc3c(F)cccc3Cl)o2)cc1OC | 0.4 | -13 | -1.4 | -22 | 1.1 | 8 | -20 | 23 | 1
O=C(c1cc2ccccc2oc1=O)N(c1ccc(Cl)cc1)C1C=CS(=O)(=O)C1 (stereo not drawn) | -1.0 | 3 | 1.1 | -6 | -1.5 | 22 | 14 | 16 | -16
COc1ccc(OCC(O)CNC(=O)c2ccc(C)cc2)cc1 (stereo not drawn) | -1.8 | -7 | -0.5 | -17 | 0.022 | -8 | -5 | -15 | 1
CCCCC1CCC(C(=O)N2CCOCC2)CC1 (stereo not drawn) | -0.3 | -20 | 0.6 | -25 | 0.031 | 0 | -15 | -8 | 0
Cc1cccc(NC(=S)N2CCN(Cc3ccccc3)CC2)c1C | 1.3 | -15 | 0.5 | -14 | -2.6 | -1 | 14 | -4 | -8
COCCNC(=O)c1ccccc1NC(=O)c1ccc(OC)c(OC)c1 | 1.6 | -10 | 0.5 | -7 | 0.49 | 0 | -33 | 6 | 6
Cc1[nH]c2ccccc2c1C(=O)C(=O)NCCCn1ccnc1 | -0.4 | -16 | 0.8 | -18 | 1.3 | -14 | -6 | 8 | -25
COc1ccc(N2C(=O)CS(=O)C(c3ccccc3)C2=O)cc1 (stereo not drawn) | 0.5 | -16 | -0.9 | 3 | 0.49 | -1 | 7 | 2 | 20
CC(=O)c1ccc(C(=O)N2CCC(CO)(Cc3cccc(C(F)(F)F)c3)CC2)cc1 | 4.1 | 8 | 3.2 | -19 | 0.33 | 0 | -2 | 6 | -5
CCCCOC(=O)CCn1[nH]c(=O)c2ccccc2c1=O | -0.2 | -22 | 0.7 | -25 | 1.1 | -13 | -10 | 1 | 4
CCc1noc(C)c1C(=O)N1CCCC1 | 0.3 | 3 | 0.3 | -3[20 µM] | 0.38 | 0 | 7 | 5 | -1
COc1ccc(-c2nnc3sc(-c4cccs4)nn23)cc1OC | 0.5 | -7 | -0.1 | 4 | -0.71 | 1 | -85 | 11 | -5
O=C(CSc1nnc(Cc2ccsc2)o1)c1ccccc1 | -0.4 | -18 | 0.7 | -16 | -4.3 | -1 | -5 | -5 | -2
CCOC(=O)c1c(C#N)cnn1-c1ccc(C)cc1 | -1.6 | 2 | -1.0 | -26[20 µM] | / | 0 | 7 | 17 | -12
Cc1ccccc1OCCCC(=O)Nc1ccc2c(c1)OCO2 | 0.1 | -8 | -0.7 | -16[20 µM] | / | 0 | -18 | 1 | -8
CCOc1ccc(CN2CCC(C(=O)N3CCN(c4ccccc4F)CC3)CC2)cc1OC | 1.7 | -1 | 0.6 | 0 | 1.3 | 0 | 10 | 17 | -4
CCOc1cc(CNCC(O)c2ccccc2)cc(Cl)c1OC (stereo not drawn) | 0.2 | -23 | 0.5 | -18 | 0.22 | 3 | -2 | -5 | -6
Cc1ccc(-n2c(Cc3cccc4ccccc34)n[nH]c2=S)c(C)c1 | -1.0 | -9 | -0.3 | -20 | 0.54 | -3 | 23 | -3 | 0
C=CCOC(=O)C1C(=O)CC(C)(O)C(C(=O)OCC=C)C1c1ccc(OC)cc1 (stereo not drawn) | 0.0 | -7 | -0.2 | -11 | / | 3 | -2 | 15 | 1
O=Cc1c(OCc2ccccc2)ccc2ccccc12 | -1.4 | -5 | 1.2 | -21 | 0.39 | -1 | -16 | 19 | 4
CCOC(=O)c1c(C)[nH]sc1=S | 1.2 | 0 | 0.0 | -1 | -2.3 | 25 | 8 | 9 | 1
COc1cc(OC)cc(-c2nnc(SCC(=O)N3CCOCC3)o2)c1 | -0.8 | -3 | -0.3 | -3 | / | -11 | 20 | 4 | 4
NS(=O)(=O)c1ccc(NC(=O)CCC2CCCCC2)cc1 | 0.6 | -2 | -0.4 | -8 | / | 5 | -10 | 5 | 0
CC(C)(C)[C@@H]1C=C(C(N)=O)O[C@H](OCc2ccc(CO)cc2)C1 | / | -19 | / | -14 | 0.22 | -4 | -11 | 12 | -1
O=c1[nH]c2cc3c(cc2cc1C(c1nnnn1Cc1ccccc1)N1CCN2CCCC2C1)OCCO3 (stereo not drawn) | -0.8 | -23 | 0.0 | -51 | -0.078 | 1 | -197 | 26 | 3
CCCCNC(=O)CSc1nc2ccccc2n1S(=O)(=O)c1ccc(Br)cc1 | -1.0 | -10 | 0.2 | -23 | -0.02 | 2 | 15 | 41 | -3
C=CC(COCc1ccccc1)N(C(=O)OC(C)(C)C)S(=O)(=O)c1ccccc1Br (stereo not drawn) | / | -18 | / | -21 | -1.1 | 8 | 14 | -7 | -1
COc1cccc(CNC(=O)CCn2c(=O)oc3ccccc32)c1 | -1.4 | -2 | 1.2 | -13[20 µM] | -1.4 | 2 | 18 | 0 | 0

Sorted by length of the SMILES (highest first): some entries from above
SMILES | zfTRPN1 agonist | EBV gp42 block | TRPML3 agonist | Furin inhibitor | KCC2 mod | Tb hexokinase | Calpain2 inh | PPC-1+TRAIL kill | Thrombin inh
O=c1[nH]c2cc3c(cc2cc1C(c1nnnn1Cc1ccccc1)N1CCN2CCCC2C1)OCCO3 (stereo not drawn) | -0.8 | -23 | 0.0 | -51 | -0.078 | 1 | -197 | 26 | 3
C=CC(COCc1ccccc1)N(C(=O)OC(C)(C)C)S(=O)(=O)c1ccccc1Br (stereo not drawn) | / | -18 | / | -21 | -1.1 | 8 | 14 | -7 | -1
CCOc1ccc(CN2CCC(C(=O)N3CCN(c4ccccc4F)CC3)CC2)cc1OC | 1.7 | -1 | 0.6 | 0 | 1.3 | 0 | 10 | 17 | -4
Cc1[nH]c2ccccc2c1C(=O)C(=O)NCCCn1ccnc1 | -0.4 | -16 | 0.8 | -18 | 1.3 | -14 | -6 | 8 | -25
COc1ccc2c(c1)C(NC(=O)C(F)(F)F)CC2=O (stereo not drawn) | -0.3 | -6 | 0.6 | 1[20 µM] | -0.11 | 2 | -1 | 6 | -5
Cc1ccccc1OCCCC(=O)Nc1ccc2c(c1)OCO2 | 0.1 | -8 | -0.7 | -16[20 µM] | / | 0 | -18 | 1 | -8
O=C1c2ccccc2C(=O)N1CCN1CCCCC1 | 1.8 | -9 | 0.7 | -21[20 µM] | 0.41 | -1 | 13 | -11 | 31
CCOC(=O)c1c(C)[nH]sc1=S | 1.2 | 0 | 0.0 | -1 | -2.3 | 25 | 8 | 9 | 1

More structures follow:
SMILES | zfTRPN1 agonist | EBV gp42 block | TRPML3 agonist | Furin inhibitor | KCC2 mod | Tb hexokinase | Calpain2 inh | PPC-1+TRAIL kill | Thrombin inh
CC(NC(=O)C1CC1)C(c1cccs1)N1CCN(c2ccccc2)CC1 (stereo not drawn) | -0.5 | 8 | -0.1 | -15 | -0.023 | 3 | -2 | -9 | -1
COc1ccc(C(CCNCc2ccc(OC)c(OC)c2)c2ccc(F)cc2)cc1 (stereo not drawn) | 2.3 | -8 | 1.8 | -19 | 0.7 | 16 | -4 | 9 | -8
COc1ccc(OC)c(-c2csc(NC(=O)C3c4ccccc4Oc4ccccc43)n2)c1 | 0.4 | -30 | 0.7 | -9 | 1.9 | -19 | -17 | -10 | 0
COc1ccc(CCNC(=O)c2ccccc2SC)cc1 | -0.8 | -31 | -0.5 | -17 | -0.075 | -2 | 7 | -9 | -8
Cc1nc2ccccc2nc1CSc1nncs1 | -0.2 | -4 | 0.6 | -19 | -1.4 | -12 | 25 | / | -5
O=C(CSc1nc(-c2ccccc2)c(-c2ccccc2)[nH]1)Nc1nccs1 | -1.9 | 1 | 0.2 | -15[20 µM] | / | 4 | 25 | 11 | 3
c1ccc(CNc2nc(-c3cccs3)nc3ccccc23)nc1 | -1.7 | 12 | -0.4 | -20 | -1.3 | -14 | 16 | -1 | -14
COc1cccc(CNC(C)(C)CO)c1OCc1ccc(Cl)cc1 | -0.4 | -5 | 1.0 | -36 | 0.031 | 2 | -2 | 13 | -5
Cc1nn(-c2ccc(F)cc2)c(C)c1NS(=O)(=O)c1ccc2ccccc2c1 | -0.6 | -7 | -1.4 | -13[20 µM] | -7.2* | -10 | 30 | 12 | 21
Cc1cc(/C=N/NC(=O)C(O)(c2ccccc2)c2ccccc2)c(C)n1-c1cccc(C(=O)O)c1 | -1.1 | -6 | 1.2 | -11 | 1.1 | 1 | 29 | 23 | 4
CNc1ncc(C(=O)c2ccc(Cl)c(Cl)c2)s1 | 0.2 | -7 | -0.5 | 10[20 µM] | -0.81 | -28 | 0 | 0 | 2
CCCOc1ccc(Cn2cnc3ccccc32)cc1 | 5.0 | -11 | 0.7 | -25[20 µM] | -0.55 | -1 | 11 | 3 | 0
NC(=O)C1(N2CCCCC2)CCN(CC(=O)Nc2ccccc2-c2ccccc2)CC1 | -0.5 | -9 | 0.3 | -13[20 µM] | 0.78 | 0 | 14 | 17 | 10

Outcome played no part in choosing rows (roughly 3.6% active in at least one column).
